# Vif-A3F inh = inhibitors of Vif-A3F interaction | Potency, µM (series often up to 46.1 µM), for the others: at the highest dose activity, negative = active | 0.2% of 390,000 active | HeLa A3F-eYFP + Vif (tagged APOBEC3F with the HIV-1 protein that degrades it), YFP fluorescence increase; further: potency means the concentration at half of the fitted maximal effect; % of control where 0% means no effect; nearly all actives have a fitted effect of over 65% in size
#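 Fluorescence increase (Ex 488/Em 500-530) after overnight compound treatment at 37 deg C flags inhibition of Vif-driven A3F-eYFP loss in stable HeLa A3F-eYFP/Vif cells seeded overnight beforehand.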
# RGS4 inhibitor = blocks human RGS4-accelerated GTP hydrolysis | P49798 | Transcreener GDP fluorescence polarization, RGS4-accelerated GTP hydrolysis | Potency, µM (titrated, usually from 114 µM), for inactives: at the top dose activity change, negative = inhibition, most hits filed as inhibitors | 0.039% of 390,000 active | AID 504845; further: potency means the concentration at half of the fitted maximal effect; on the % scale 0 is the no-effect control and ±100 the full control effect; nearly all actives have a fitted effect of over 75% in size; some results filed as inactive show a strong effect at the top dose
# Target sequence (P49798 whole entry, looked up): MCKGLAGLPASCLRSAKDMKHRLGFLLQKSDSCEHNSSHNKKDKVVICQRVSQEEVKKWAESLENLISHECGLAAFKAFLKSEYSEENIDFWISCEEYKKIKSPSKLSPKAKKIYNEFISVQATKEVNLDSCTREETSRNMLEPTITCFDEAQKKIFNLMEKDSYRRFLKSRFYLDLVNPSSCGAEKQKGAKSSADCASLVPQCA
#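 MLSMR compounds (23 nl, pin-transferred) preincubated 10 min at room temperature with a 500nM (2x) first reagent, then RGS4 at 900nM (2x) plus Transcreener GDP mix added; fluorescence polarization (620/688 nm) read before and after 90 min at 30 °C.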
# TrxR1 substrate = substrates of rat thioredoxin reductase 1. O89049. 0.01% of 390,000 active. Potency, µM (titrated, usually from 114 µM), without a hit: at the top dose activity change, negative = substrate turnover. purified TrxR1 substrate turnover, NADPH consumption readout; further: potency means the concentration at half of the fitted maximal effect; on the % scale 0 is the no-effect control and ±100 the full control effect; nearly all actives have a fitted effect of over 50% in size
#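 Rat TrxR1, dispensed at 90 nM, was prereduced with 400 uM NADPH (final) for 5 min at ~22 deg C, then incubated with compound 15 min before 400 uM selenite. A first-read NADPH fluorescence drop versus no-compound background flagged substrates.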
# Vif-APOBEC3G blk = Vif-A3G binding inhibition | HeLa A3G-eYFP + Vif (tagged APOBEC3G with the HIV-1 protein that degrades it), YFP fluorescence, overnight | AID 602310 | Q9HC16 | Potency, µM (series often up to 46.1 µM), for inactives: at the highest dose activity, negative = active, most hits filed as inhibitors | 0.076% of 410,000 active;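 further: potency means the concentration at half of the fitted maximal effect; on the % scale 0 is the no-effect control and ±100 the full control effect; nearly all actives have a fitted effect of over 60% in size; hits raise eYFP signal because A3G escapes Vif-driven loss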
#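 HeLa cells stably expressing Vif and C-terminally eYFP-tagged A3G, seeded overnight at 37 deg C, then exposed to compound by pintool overnight at 37 deg C. Rise in yellow fluorescence (Ex 488/Em 500-530, Acumen) marks blocked Vif-driven A3G degradation.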
# IDH1 R132H inh = inhibitors of human mutant IDH1 R132H; 0.093% of 390,000 active; Potency, µM (highest dose often 76.6 µM), without a hit: at the highest dose activity change, negative = inhibition, hits mostly inhibitors; IDH1-R132H enzyme, NADPH consumption, diaphorase/resazurin fluorescence; further: potency means the concentration at half of the fitted maximal effect; on the % scale 0 is the no-effect control and ±100 the full control effect; nearly all actives have a fitted effect of over 65% in size
#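 IDH1-R132H (0.5 ug/mL dispensed) in pH 7.5 Tris buffer was preincubated 30 min with compound, then given a substrate mix of 0.016 mM NADPH and 2 mM alpha-KG for 80 min at room temperature; remaining NADPH was read by diaphorase/resazurin fluorescence.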
# TrxR1 inh = blocks rat thioredoxin reductase 1; O89049; recombinant rTrxR1, NADPH fluorescence consumption, selenite substrate; 1% of 390,000 active; Potency, µM (doses to about 114 µM), for the others: at the highest dose activity change, negative = inhibition, hits mostly inhibitors; AID 588453; further: potency means the concentration at half of the fitted maximal effect; on the % scale 0 is the no-effect control and ±100 the full control effect; nearly all actives have a fitted effect of over 65% in size
#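 Rat TrxR1 (90 nM in the dispensed reagent) was pre-reduced with 400 uM NADPH for 5 min at room temperature, then incubated with compound for 15 min. After 400 uM selenite was added, NADPH fluorescence (Ex 340/Em 450 nm) was followed for 8 min.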
# GRP78 ERSR act = inducers of ER stress response in human glioma cells; AID 602332; U87-MG GRP78 promoter luciferase reporter, 16 h; 0.02% of 420,000 active; Potency, µM, for inactives: top-dose activation, actives largely listed as activators; further: potency means the concentration at half of the fitted maximal effect; series mostly up to about 76 µM; % of control where 0% means no effect; nearly all actives have a fitted effect of over 35% in size
#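 Stably transfected U87-MG human glioma cells carrying a GRP78-based luminescent sensor were seeded at 1000 cells/well, pin-dosed with compounds and incubated 16 h. Luciferase reagent was then added, and end-point luminescence was read after 10 min at room temperature.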
# LDHA inh = inhibitors of human lactate dehydrogenase A; activity change, % (values are at about 110 or 230 µM); P00338; 0.15% of 480,000 active; AID 1347041; purified LDHA, NADH/diaphorase-resazurin fluorescence; stronger effect = lower value; in the data active means activity change below about -30%; inconclusive means mostly about -25% to -30%;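 further: plate controls were DMSO wells for no effect and wells without enzyme for full effect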
#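 LDH5 2 nM; NADH 0.06 mM, pyruvate 0.2 mM; 200 mM Tris pH 7.4, EDTA, Tween-20; 5 min RT. Detection: diaphorase 0.133 mg/mL + resazurin 37 µM, fluorescence ex540/em590 at 0 and 20 min; normalized to enzyme-free and DMSO wells.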
# USP1 inh = inhibitors of human USP1/UAF1 deubiquitinase | recombinant USP1/UAF1, Ub-Rhodamine cleavage fluorescence | 0.23% of 390,000 active | Potency, µM (titrated, usually from 57.1 µM), without a hit: at the highest dose activity change, negative = inhibition, usual class: inhibitors | AID 743255 | O94782; further: potency means the concentration at half of the fitted maximal effect; on the % scale 0 is the no-effect control and ±100 the full control effect; nearly all actives have a fitted effect of over 60% in size; inactives centre near -12
# Target sequence (O94782 whole entry, looked up): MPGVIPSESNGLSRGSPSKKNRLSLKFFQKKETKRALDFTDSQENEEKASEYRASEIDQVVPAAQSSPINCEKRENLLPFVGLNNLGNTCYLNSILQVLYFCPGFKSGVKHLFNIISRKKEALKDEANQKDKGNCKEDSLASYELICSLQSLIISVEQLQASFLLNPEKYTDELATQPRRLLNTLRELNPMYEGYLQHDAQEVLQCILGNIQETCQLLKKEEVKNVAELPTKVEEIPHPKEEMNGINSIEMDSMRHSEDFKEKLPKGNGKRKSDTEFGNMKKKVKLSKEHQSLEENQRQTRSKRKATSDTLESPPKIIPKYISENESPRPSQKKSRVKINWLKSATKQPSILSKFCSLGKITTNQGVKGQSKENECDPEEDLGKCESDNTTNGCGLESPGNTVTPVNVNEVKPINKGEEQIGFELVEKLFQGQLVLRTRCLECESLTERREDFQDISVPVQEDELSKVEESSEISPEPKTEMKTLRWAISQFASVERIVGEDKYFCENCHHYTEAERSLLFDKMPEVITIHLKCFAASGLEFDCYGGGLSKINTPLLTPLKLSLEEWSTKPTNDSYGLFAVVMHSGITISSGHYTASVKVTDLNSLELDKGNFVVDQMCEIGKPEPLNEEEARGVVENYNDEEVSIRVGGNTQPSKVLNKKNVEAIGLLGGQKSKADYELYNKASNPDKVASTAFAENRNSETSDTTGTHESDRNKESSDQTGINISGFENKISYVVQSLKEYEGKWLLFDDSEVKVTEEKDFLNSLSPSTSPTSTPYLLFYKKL
#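 In this screen, compounds sit with the deubiquitinase complex (1nM) for 15 min at room temperature before Ub-Rho is added at 150nM final. Fluorescence rise is then followed for 6 reads every 60 seconds.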
# Numbers without * were called inactive; ? = inconclusive; nt = not tested or not shown; & = joins results of further samples; [ ] = dose if it differs, or a comment. Unless noted, the call rests on the fitted dose curve; in most records, active means well fitted curve in the direction sought with a large enough effect; inconclusive means small, poorly fitted or top-dose-only effect, or another doubt; inactive means no such curve, though single readings can be large; an effect the other way counts as inactive or inconclusive.
# Screens in order – Vif-A3F inh	RGS4 inhibitor	TrxR1 substrate	Vif-APOBEC3G blk	IDH1 R132H inh	TrxR1 inh	GRP78 ERSR act	LDHA inh	USP1 inh
CC(=O)/C(=N\Nc1ccc(C)cc1)Sc1nncn1C
  4.9%	-27.1%	-7.2%	-0.2%	4.0%	-14.7%	-1.9%	1.7	-20.7%
O=C(CNCc1ccccc1Cl)Nc1cc(S(=O)(=O)N2CCOCC2)ccc1Cl
  -3.3%	-32.4%	-2.0%	-0.4%	8.6%	17.4%	-2.5%	-22.0	-4.4%
CC1=C(C(N)=O)C(c2ccc(Br)cc2)n2ncnc2N1 (stereo not drawn)
  -7.0%	-11.3%	2.1%	-0.1%	-7.8%	17.3%	-1.5%	-0.6	-22.5%
S=C(NCc1ccccc1)NCc1ccccn1
  -4.8%	-9.0%	7.9%[57.1 µM]	-1.1%	15.6%	20.1%[57.1 µM]	-1.7%	-10.1	?
O=C(Nc1ccc2nc(SCC(=O)N3CCCC3)sc2c1)c1cccc(F)c1
  -4.7%	-9.7%	-0.1%	-1.9%	8.0%	18.0%	-1.9%	1.9&0.4	-9.5%
O=C(CCN1CCN(C/C=C/c2ccccc2)CC1)Nc1ccccc1
  0.8%	-3.9%	1.1%[57.1 µM]	-2.1%	-5.4%	4.6%[57.1 µM]	-3.2%	-3.2	-15.3%
COc1cc(OC)c(-c2nc3c[n+](CC(=O)c4ccccc4)ccc3n2C)cc1OC
  0.9%	-9.0%	-1.2%	2.4%	-2.3%	-9.0%	-3.5%	0.3	0.1%
CC(C)(C)C(=O)N1CCN(c2c(Cl)cccc2[N+](=O)[O-])CC1
  -8.0%	-25.2%	-10.2%	-0.2%	7.2%	-14.8%	0.8%	-1.9	-11.3%
CCOc1ccccc1N(CC(=O)N1CCC(C)CC1)S(=O)(=O)c1ccc(C)cc1
  -9.9%	-34.7%	-12.5%	-0.2%	6.1%	-16.1%	-1.8%	2.4	-20.6%
CCc1c(C)nc2ncnn2c1NCc1cccs1
  -10.0%	6.6%	8.6%	1.0%	0.8%	9.4%	-3.1%	0.0	-4.4%
O=C(/C=C/c1ccccc1)N1CCN(Cc2cc(=O)n3nc(-c4ccccc4Cl)sc3n2)CC1
  -0.1%	5.6%	6.3%[57.1 µM]	-3.2%	-2.5%	21.9%[57.1 µM]	0.4%	-5.7	-21.2%
O=C(c1cc2ccccc2[nH]1)N(Cc1cccnc1)CC1CCCN(C2CCCCC2)C1 (stereo not drawn)
  2.8%	-6.2%	4.0%	0.8%	-7.9%	10.5%	2.4%	-7.3	-16.0%
COc1ccccc1CNC(=O)C1CCCN(S(=O)(=O)c2c(C)[nH]c(=O)[nH]c2=O)C1 (stereo not drawn)
  9.6%	-28.6%	-6.9%[57.1 µM]	0.6%	4.2%	14.0%[57.1 µM]	-3.5%	-0.4	-23.9%
COc1cccc(C(=O)N2CCc3c([nH]c4ccccc34)C2c2ccc(SC)cc2)c1 (stereo not drawn)
  4.4%	-6.4%	1.6%[57.1 µM]	2.2%	11.5%	21.6%[57.1 µM]	-1.3%	3.3	3.6%
Cc1ccc(Sc2nnc(-c3ccccc3)cc2C#N)cc1
  -1.3%	14.9%	-2.8%	-1.7%	0.8%	-2.1%	-4.7%	-6.0	-10.6%
CN(C)c1ccc(/C=C2\C=Cc3cc(N)ccc32)cc1
  nt	nt	7.2%	1.5%	nt	?	-0.5%	3.6	nt
COc1ccc(/C=N/N=C/c2ccc(OC)c(OC)c2)cc1OC
  4.2%	23.9%	-4.7%	-0.2%	2.2%	5.5%	-8.8%	1.4	-7.5%
N#C/C(=C(/O)CN1CCCC1)c1nc(-c2ccccc2)cs1
  1.8%	-11.4%	-6.8%	-9.2%	5.1%	-0.7%	-1.2%	-1.8	-15.5%
COc1ccc(NC(=O)CN(c2cccc(F)c2)S(C)(=O)=O)cc1OC
  0.6%	-7.2%	3.9%	0.7%	0.8%	20.2%	-2.4%	3.9	1.0%
CC1CCC(NC(=O)c2ccc(CSc3nc4ccncc4n3Cc3ccc(F)cc3)cc2)CC1 (stereo not drawn)
  2.8%	-0.1%	-1.3%	-2.8%	0.0%	6.2%	2.0%	2.8	-13.4%
COc1cc(C)ccc1OCCCCNCc1ccccc1
  0.0%	10.8%	0.5%	-1.1%	3.9%	3.2%	1.0%	-20.0	-2.6%
O=[N+]([O-])c1ccc(Cc2nnc(-c3ccccc3Cl)o2)cc1
  -1.8%	0.9%	4.9%	-1.4%	-2.1%	28.2%	9.5%	-0.2	-15.5%
Cc1ccc(C(=O)C2CCN(CC(=O)Nc3nc(C)cs3)CC2)cc1
  -1.5%	-32.4%	-0.9%	0.2%	3.6%	9.8%	-3.3%	1.8	-10.9%
O=C(O)c1ccc(/C=N/Nc2ccc(S(=O)(=O)N3CCCC3)cc2[N+](=O)[O-])cc1
  14.9%	13.9%	-24.0%	0.1%	3.9%	?	-5.1%	-9.0	-8.6%
CC(C)OCc1ccc(C(=O)N2CCN(S(=O)(=O)c3ccc(Br)s3)CC2)cc1
  -6.2%	-12.6%	5.9%	11.5%	10.9%	16.8%	-3.3%	0.1	-16.6%
CC1=C(C(=O)OCc2ccccc2)C(c2ccc(C)o2)C2=C(CCCC2=O)N1 (stereo not drawn)
  3.1%	-6.1%	-8.1%	0.6%	-4.6%	-22.9%	-4.3%	-1.3	5.4%
C[C@H](OC(=O)N1CCN(C(c2ccccc2)c2ccccc2)CC1)[C@@H]1O[C@@]2(C)CCC[C@H]1O2
  6.8%	16.1%	-3.7%	2.9%	4.5%	2.5%	-3.1%	-0.7	-16.8%
COc1ccc(NC(=O)/C(Cl)=C(/Cl)S(=O)Cc2ccccc2Cl)cn1 (stereo not drawn)
  2.8%	-110.4%	7.9%[57.1 µM]	-13.8%	-2.3%	?	-12.5%	-6.3	?
CCC1=C(OC(=O)N(CC)CC)N2C(=O)OC(=NCCOC)[C@]2(Cc2ccccc2)[C@H]2C1=CC[C@H]1C(=O)N(C)C(=O)[C@H]12
  8.1%	10.1%	-2.2%	-1.2%	12.6%	7.1%	-1.4%	-2.7	-18.6%
COc1ccc(CCN(C)C(=O)CCNS(=O)(=O)c2ccccc2C(F)(F)F)cc1OC
  -7.8%	-1.3%	3.9%	1.6%	-4.6%	49.3%[activator]	-3.6%	4.0	-11.5%
O=C(O)c1ccc(NC2OC[C@@H](O)[C@H](O)[C@H]2O)cc1 (stereo partly drawn)
  7.7%	-8.8%	3.0%	0.6%	10.9%	10.5%	-2.2%	-0.6	-26.4%
Cc1ccc(NCCC(=O)c2cccc([N+](=O)[O-])c2)c(C)c1
  -3.9%	-21.7%	2.2%[57.1 µM]	0.3%	-0.7%	3.16µM*	1.2%	0.4	-11.9%
O=C(N/N=C/c1ccncc1)c1cccc(S(=O)(=O)Nc2ccc(Cl)cc2)c1
  5.8%	-9.4%[11.4 µM]	5.3%	0.2%	5.5%	14.0%	-4.8%	-11.0	-16.4%
Cc1sc2ncn(CC(=O)N(CC(=O)NC3CCCC3)Cc3cccs3)c(=O)c2c1C
  -12.9%	-13.1%	9.7%	-2.6%	3.5%	8.8%	-2.2%	-8.8	-3.3%
CCc1ccccc1NC(=O)C1CC(c2ccc(F)cc2)=NO1 (stereo not drawn)
  0.0%	-12.6%	0.9%	1.1%	0.3%	0.9%	-2.6%	-2.0	-17.5%
Cn1cc(CN2CCC(C(O)c3cccs3)CC2)c(-c2ccccc2F)n1 (stereo not drawn)
  4.2%	-7.4%	7.0%	5.2%	-5.0%	14.0%	-3.5%	-5.3	-15.7%
COc1ccc(CCNC(=O)CSc2nc3[nH]ncc3c(=O)n2-c2cccc(C(F)(F)F)c2)cc1OC
  6.3%	2.5%	8.8%[57.1 µM]	-1.0%	-5.1%	2.9%[57.1 µM]	9.4%	-7.1	-10.8%
CCCCn1c(=O)c(CCC(=O)OCC(=O)Nc2cc(Cl)ccc2OC)nc2ccccc21
  -2.5%	-10.6%	-7.2%	1.5%	1.7%	0.4%	1.4%	-2.0	-10.5%
CC(=O)Nc1ccc(NC(=O)c2nc(S(=O)(=O)Cc3ccc(F)cc3)ncc2Cl)cc1
  0.9%	-35.9%	-1.7%	-7.3%	6.2%	1.26µM*	-10.1%	3.3	-12.8%
C=CCn1c(SCC(=O)Nc2cc(C)on2)nc2sc3c(c2c1=O)CCCC3
  4.2%	4.5%[11.4 µM]	2.7%	-6.2%	1.6%	10.8%	-3.2%	-7.3	-12.9%

# Only part of the results is shown, so the mix of outcomes need not match the whole.
